# D1 PAM: human D1 dopamine receptor positive modulation; HEK293 TREx D1 cells, calcium flux, dopamine EC20 potentiation; 360,000 compounds, 0.036% hits; potentiation, % at 10 µM; P21728; in the data active = potentiation above about 30%; also: 0% is about no effect
# D2 antag: D2 dopamine receptor (human) antagonism; inhibition, % at 10 µM; HEK293 TREx D2 cells, calcium flux, dopamine EC80; AID 485344; 340,000 compounds, 2% hits; in the data active = inhibition above about 30%; also: 0% is about no effect
#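 HEK293 T-REx D2 cells, tet-induced, calcium dye no-wash. Cpd pintool add, 180 s kinetic, then EC80 DA, 180 s kinetic. Ca flux read.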
# D1 antag: blocks dopamine activation of the human D1 receptor. P21728. HEK293 TREx D1 cells, calcium flux, dopamine EC80; active compounds read low. 360,000 compounds, 3.2% hits. activity change, negative = inhibition, % at 10 µM. AID 504652; in the data active = activity change below about -30%; also: % is scaled to controls: 0 for no effect and ±100 for the full control effect
#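 Using tetracycline-induced force-coupled D1 Hek293 cells and a calcium dye, signals were followed for 180 s after compound, then for 180 s after EC80 dopamine, to detect inhibitors.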
# D1 agonist: human D1 receptor agonism. HEK293 T-REx D1 cells, calcium flux, agonist mode. activation, % at 2 µM. 360,000 compounds, 1% hits. AID 504660; also: 0% is about no effect
#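 Tetracycline-induced HEK293 TREx D1 cells, force-coupled to calcium signalling, were dye-loaded with a no-wash calcium kit. Compound was pin-added after a 10 s baseline. Fluorescence was read kinetically at 1 cycle/s for 180 s, with calcium rises flagged as agonism.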
# TRHR ag: TRH receptor (human) agonism. P34981. TRHR cells, calcium flux fluo-8, FDSS agonist mode. activation, % at 2 µM. 360,000 compounds, 0.18% hits; also: 0% is about no effect
#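 Steps: seed TRHR cells overnight; add fluo-8 no-wash Ca dye, RT 30 min–1.5 h; record 10 s baseline; pin-transfer compounds; monitor fluorescence 1 cycle/s for the agonist window. Calcium increases flag candidate agonists.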
# RXFP1 antagonist: RXFP1 (human) relaxin receptor antagonism; HEK293-RXFP1, relaxin-stimulated cAMP HTRF, 30 min; active compounds read low; activity change, negative = inhibition, % at 57.5 µM; 350,000 compounds, 0.59% hits;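 active = activity change of -60% or lower, but not beyond a set lower limit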; also: % is scaled to controls: 0 for no effect and ±100 for the full control effect
# Target sequence (Q9HBX9 whole entry, looked up): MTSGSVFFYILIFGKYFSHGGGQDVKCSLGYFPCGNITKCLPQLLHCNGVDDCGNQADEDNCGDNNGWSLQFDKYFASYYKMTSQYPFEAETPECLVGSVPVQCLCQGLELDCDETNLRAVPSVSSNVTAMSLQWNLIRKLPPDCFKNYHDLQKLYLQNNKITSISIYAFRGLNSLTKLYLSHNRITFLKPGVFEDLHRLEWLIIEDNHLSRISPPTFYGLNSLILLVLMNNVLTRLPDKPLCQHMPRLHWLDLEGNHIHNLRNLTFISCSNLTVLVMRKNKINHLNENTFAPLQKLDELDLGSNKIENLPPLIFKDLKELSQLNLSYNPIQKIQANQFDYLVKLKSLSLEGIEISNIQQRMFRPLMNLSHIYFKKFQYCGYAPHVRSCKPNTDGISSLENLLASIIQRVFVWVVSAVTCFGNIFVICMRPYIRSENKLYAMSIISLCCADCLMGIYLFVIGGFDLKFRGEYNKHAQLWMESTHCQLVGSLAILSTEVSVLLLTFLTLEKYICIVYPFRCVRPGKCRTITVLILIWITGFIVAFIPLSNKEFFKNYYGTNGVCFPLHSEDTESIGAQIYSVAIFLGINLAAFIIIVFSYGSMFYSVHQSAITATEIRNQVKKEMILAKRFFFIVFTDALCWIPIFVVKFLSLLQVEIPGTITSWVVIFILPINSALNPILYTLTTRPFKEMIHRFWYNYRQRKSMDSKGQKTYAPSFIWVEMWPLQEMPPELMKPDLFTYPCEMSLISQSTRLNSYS
# D2 ag: activates the human D2 dopamine receptor | P14416 | HEK293 T-REx D2 cells, calcium flux agonist mode | activation, % at 2 µM | 340,000 compounds, 0.53% hits;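 active = activation over 3 SD above normal in the single-dose calcium agonist read, cut at about 30% in these data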; also: 0% is about no effect
#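 Tetracycline-induced HEK293 Trex cells with D2 receptor force-coupled to calcium signaling, plated overnight at 30 C and loaded with no-wash calcium dye. Calcium flux read kinetically for 180 s after compound addition; responses flag agonists.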
# D2 PAM: D2 dopamine receptor (human) potentiation; P14416; HEK293 T-REx D2, calcium flux, EC20 dopamine potentiation; potentiation, % at 10 µM; 340,000 compounds, 0.34% hits;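 active = potentiation over 3 SD above the plate norm, cut at about 30% in these data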; also: 0% is about no effect
#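 Tetracycline-induced Hek293 Trex D2 cells, force-coupled to calcium, loaded with no-wash calcium dye. Compound added with 180 s kinetic read for agonism, then EC20 dopamine and a further 180 s read for potentiation.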
# TRHR enhancer: allosteric enhancers of human TRH receptor; P34981; TRHR cells, fluo-8 calcium fluorescence, EC20 TRH enhancement; enhancement, % at 2 µM; 360,000 compounds, 0.66% hits; AID 493056; in the data active = enhancement above about 30%; also: 0% is about no effect
#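 TRHR-expressing cells loaded with fluo-8 calcium dye were read kinetically (ex 480/em 530) during compound addition, then stimulated with an EC20 of TRH (10 nM final). Enhancement of the Gq-mediated intracellular calcium response was scored.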
# * hit, by the source's call; nt = not tested or not shown. Rule as the data show it, unless noted: active = activation above about 30%; inactive = the rest.
1. Cc1ccc(CNC(=O)CCC(=O)c2cccs2)cc1
2. Cc1cc(C)nc(N(C#N)S(=O)(=O)c2ccc(Br)cc2)n1
3. COc1ccc(Nc2oc(-c3ccccc3F)nc2C#N)cc1
4. Cc1nc(SCc2cccc(F)c2)[nH]c(=O)c1C#N
5. CC(NCc1cccc(S(=O)(=O)N(C)C)c1)c1ccc(F)cc1 (centres undefined)
6. Cc1nc([N+](=O)[O-])c(C(=O)OCc2ccccc2F)n1C
assay / entry | 1 | 2 | 3 | 4 | 5 | 6
D1 PAM | -1 | -2 | 0 | -1 | 1 | -2
D2 antag | nt | 0 | 2 | nt | -4 | 4
D1 antag | -1 | nt | -12 | -15 | 9 | -21
D1 agonist | 1 | 0 | 2 | 1 | 3 | 3
TRHR ag | -0.4 | 0.5 | -0.4 | -0.2 | -0.3 | 0.0
RXFP1 antagonist | -6 | nt | 12 | 10 | -7 | -17
D2 ag | nt | -0.1 | 0.4 | nt | 0.9 | -1.4
D2 PAM | nt | -4 | 2 | nt | 2 | -3
TRHR enhancer | -6 | 6 | -5 | -4 | 2 | -3

7. O=C(CNC(=O)Cn1ccc2ccccc2c1=O)NCCCN1CCN(c2cccc(Cl)c2)CC1
8. Cc1nn(C(C)C(=O)Nc2ccc(Cl)cn2)c(C)c1[N+](=O)[O-] (centres undefined)
9. CCc1ccc2c(c1)C1(C(=O)N2)N2CCCC2C(C(=O)c2ccc3ccccc3c2)C12C(=O)Nc1ccccc12 (centres undefined)
10. O=C(NCc1ccccc1)C(c1ccc(F)cc1)N(Cc1ccco1)C(=O)c1ccccn1 (centres undefined)
11. Cc1c(Cl)cccc1NC(=O)CN1C(=O)COc2ccc(S(=O)(=O)N3CCCCCC3)cc21
12. C(=C\c1ccccn1)/c1ccncc1
assay / entry | 7 | 8 | 9 | 10 | 11 | 12
D1 PAM | -11 | -3 | 5 | -3 | -4 | -3
D2 antag | 5 | -8 | 8 | nt | nt | 22
D1 antag | -37* | -15 | 12 | 6 | 24 | 11
D1 agonist | -1 | 4 | 2 | 1 | 3 | 3
TRHR ag | -0.1 | -0.5 | 0.8 | -0.4 | 0.1 | 0.2
RXFP1 antagonist | -11 | 9 | -12 | -13 | 3 | 1
D2 ag | 0.6 | -0.4 | 0.2 | nt | -0.4 | -1.1
D2 PAM | -28 | -9 | 9 | 9 | 3 | 3
TRHR enhancer | 7 | 2 | 4 | 0 | 12 | 5

# Next part, overlapping the part above by 2 compounds.
11. Cc1c(Cl)cccc1NC(=O)CN1C(=O)COc2ccc(S(=O)(=O)N3CCCCCC3)cc21
12. C(=C\c1ccccn1)/c1ccncc1
13. O=[N+]([O-])c1ccc(CSC2=NCCS2)cc1
14. COc1ccc(OC)c(-n2nnnc2SCC(=O)NCc2ccc3c(c2)OCO3)c1
15. NC(=O)CC1(CC(=O)O)CCCCC1
16. O=C(CC1CCCCC1)NCCCN1CCOCC1
17. Cc1ccc2nc(SCC(=O)NCc3ccccc3)nc(=O)n2c1
18. O=Cc1ccc(C(=O)OCC(=O)N2CCCC2)cc1
assay / entry | 11 | 12 | 13 | 14 | 15 | 16 | 17 | 18
D1 PAM | -4 | -3 | -12 | -8 | -10 | -10 | 1 | -13
D2 antag | nt | 22 | -9 | -14 | 17 | 3 | 2 | 2
D1 antag | 24 | 11 | 12 | -10 | -21 | 8 | 5 | 1
D1 agonist | 3 | 3 | 2 | -3 | 2 | 1 | 2 | 3
TRHR ag | 0.1 | 0.2 | -0.6 | -1.6 | -0.1 | -0.3 | 0.4 | 0.9
RXFP1 antagonist | 3 | 1 | -1 | 1 | 17 | 11 | 10 | -16
D2 ag | -0.4 | -1.1 | 0.9 | -0.8 | 0.1 | 0.5 | -0.5 | 0.1
D2 PAM | 3 | 3 | 4 | 0 | -4 | 6 | -3 | -21
TRHR enhancer | 12 | 5 | 19 | -1 | 2 | 4 | 1 | -9

# Three entries from above, with bars between the fields.
nr | structure | D1 PAM | D2 antag | D1 antag | D1 agonist | TRHR ag | RXFP1 antagonist | D2 ag | D2 PAM | TRHR enhancer
15 | NC(=O)CC1(CC(=O)O)CCCCC1 | -10 | 17 | -21 | 2 | -0.1 | 17 | 0.1 | -4 | 2
16 | O=C(CC1CCCCC1)NCCCN1CCOCC1 | -10 | 3 | 8 | 1 | -0.3 | 11 | 0.5 | 6 | 4
17 | Cc1ccc2nc(SCC(=O)NCc3ccccc3)nc(=O)n2c1 | 1 | 2 | 5 | 2 | 0.4 | 10 | -0.5 | -3 | 1

# Carrying on.
19. O=C(CCN1CCN(Cc2ccccc2)CC1)NNC(=O)Cc1ccc(Cl)c(Cl)c1
20. COc1ccc(OC)c(NC(=O)CSc2nnc(CNc3ccc(F)cc3)o2)c1
21. CCOC(=O)c1ccccc1OCc1cc(/C=N/n2cncn2)ccc1OC
22. CC(C)C(=O)Nc1nc2c(s1)CC(C(C)(C)C)CC2 (centres undefined)
23. CC(=O)c1c(C)[nH]c(C(=O)OCc2c(F)cccc2Cl)c1C
24. Cc1n[nH]c(C)c1S(=O)(=O)N1CCC(C(=O)O)CC1
assay / entry | 19 | 20 | 21 | 22 | 23 | 24
D1 PAM | -8 | 10 | -3 | -1 | 0 | 2
D2 antag | 5 | -25 | 20 | nt | -5 | -2
D1 antag | -22 | 15 | -3 | 7 | 10 | 1
D1 agonist | 1 | 5 | -3 | 1 | 7 | 4
TRHR ag | 0.4 | -0.4 | -0.6 | 0.1 | -1.0 | 0.9
RXFP1 antagonist | 4 | 2 | 4 | -31 | -2 | -3
D2 ag | -0.2 | 0.3 | -0.1 | nt | -0.8 | -0.1
D2 PAM | -3 | -15 | -2 | 5 | 6 | 2
TRHR enhancer | 1 | -3 | -2 | 4 | 0 | 5

25. O=C(NNS(=O)(=O)c1ccc(F)cc1)c1ccccc1
26. O=CN1CCN(C(C(=O)NC2CCCCC2)c2cc3c(cc2[N+](=O)[O-])OCO3)CC1 (centres undefined)
27. Cc1ccc(C(=O)NCc2cccnc2)cc1S(=O)(=O)Nc1ccccc1
28. CCOC(=O)c1[nH]c(C)c(CCC(=O)NCc2ccccc2Cl)c1C
29. Cc1nn(Cc2ccc(Cl)cc2Cl)c(Cl)c1/C=C/C(=O)OCC(=O)NCC(F)(F)F
assay / entry | 25 | 26 | 27 | 28 | 29
D1 PAM | -3 | 0 | -1 | -2 | 3
D2 antag | -5 | 1 | -18 | nt | -24
D1 antag | -8 | 2 | -7 | -6 | 4
D1 agonist | 0 | 3 | 3 | 2 | -1
TRHR ag | 0.4 | 0.3 | -0.6 | -0.4 | -2.5
RXFP1 antagonist | -2 | -4 | -23 | -9 | 2
D2 ag | 1.6 | 1.4 | 1.3 | -0.1 | -0.7
D2 PAM | -6 | -3 | 5 | -9 | 15
TRHR enhancer | -3 | 0 | 1 | 0 | 2
